Screening data deposited in PubChem BioAssay by several laboratories.
PriA SSB inh = blocks PriA binding to SSB C-terminal tail | inhibition, % at 33 µM | 430,000 tested, 0.6% active | AID 1272365 | AlphaScreen SSBct-PriA binding, biotinylated peptide; in the data active means inhibition mostly above about 37%, no sharp cut-off; inactive means mostly below about 20%;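 further: plate controls were negative control peptide for no effect and reference peptide for full effect; strong numbers were not always called active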
Rv3671c inh = inhibitors of M. tuberculosis serine protease Rv3671c; P9WHR9; inhibition, % at 5.96 µM; 320,000 tested, 0.048% active; AID 2606; in the data active means inhibition above about 38%;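 further: extracellular domain of Rv3671c used as enzyme; 0% = enzyme with DMSO and 100% = no enzyme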
Target sequence (P9WHR9 whole entry, looked up, the tested form may be a part): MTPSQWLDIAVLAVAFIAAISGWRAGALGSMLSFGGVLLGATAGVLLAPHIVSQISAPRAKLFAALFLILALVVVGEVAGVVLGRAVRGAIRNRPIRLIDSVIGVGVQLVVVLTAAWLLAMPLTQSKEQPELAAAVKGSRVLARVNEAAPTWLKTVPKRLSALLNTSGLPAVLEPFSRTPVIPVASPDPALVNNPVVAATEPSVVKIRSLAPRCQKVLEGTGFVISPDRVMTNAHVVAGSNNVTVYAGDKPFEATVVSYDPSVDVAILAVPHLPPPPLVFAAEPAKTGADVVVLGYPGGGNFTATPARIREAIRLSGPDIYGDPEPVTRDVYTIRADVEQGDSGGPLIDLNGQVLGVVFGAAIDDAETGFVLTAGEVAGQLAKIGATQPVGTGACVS
3CLpro inhibitor = SARS-CoV 3CLpro protease inhibition | P0C6X7 | recombinant SARS-CoV 3CLpro, quenched FRET peptide cleavage | inhibition, % at 6 µM | 290,000 tested, 0.14% active | AID 1706; in the data active means inhibition above about 12%
BoNT A protease = inhibitors of Botulinum neurotoxin A light chain protease; AID 588499; inhibition, % at 10 µM; multiplex microsphere protease substrate cleavage, flow cytometry; 360,000 tested, 0.17% active; further: plate controls were buffer without enzyme for full effect and enzyme alone for no effect
MazF activator = activators of E. coli MazEF toxin-antitoxin RNase; P0AE70; FAM/BHQ RNA-DNA oligo cleavage fluorescence, 5 h; activation, % at 20 µM; 350,000 tested, 0.32% active; in the data active means activation above about 50%
Target sequence (P0AE70 whole entry, looked up): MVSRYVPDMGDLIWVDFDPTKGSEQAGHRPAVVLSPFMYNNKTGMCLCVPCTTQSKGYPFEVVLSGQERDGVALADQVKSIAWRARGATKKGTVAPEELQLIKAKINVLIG
BoNT-F LC inh = BoNT F light chain protease inhibition. AID 588497. 360,000 tested, 0.22% active. Multiplex microsphere protease cleavage assay, flow cytometry. inhibition, % at 10 µM; in the data active means inhibition above about 35%, passing the limit was not always enough; inconclusive means no clear call, values can overlap the other calls; further: plate controls were buffer without enzyme for full effect and enzyme alone for no effect
Anthrax LF prot = blocks Bacillus anthracis lethal factor protease | P15917 | multiplex microsphere protease cleavage assay, LF | inhibition, % at 10 µM | 360,000 tested, 0.12% active; further: plate controls were buffer without enzyme for full effect and enzyme alone for no effect
DUSP3 inh = inhibitors of human VHR1 phosphatase (DUSP3); P51452; recombinant VHR phosphatase, pNPP absorbance; inhibition, % at 13.3 µM; 290,000 tested, 0.52% active; in the data active means inhibition above about 50%; further: some compounds called inactive have numbers as strong as hits
Target sequence (P51452 whole entry, looked up): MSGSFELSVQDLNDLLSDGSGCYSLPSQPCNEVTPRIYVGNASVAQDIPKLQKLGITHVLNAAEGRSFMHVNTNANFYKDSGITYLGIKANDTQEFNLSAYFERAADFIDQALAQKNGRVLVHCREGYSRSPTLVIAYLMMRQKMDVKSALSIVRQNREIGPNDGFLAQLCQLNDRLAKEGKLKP
CCHF vOTU inh = blocks the CCHF virus ovarian tumor domain protease; inhibition, % at 11.5 µM; 370,000 tested, 0.55% active; CCHFV vOTU protease, Pep-AMC fluorescence; in the data active means inhibition above about 30%; further: 0% = vehicle wells with enzyme and 100% = no enzyme wells
PrPC surface inh = cell surface PrPC inhibition, primary TR-FRET screen. P04156. TR-FRET read-out. inhibition, % at 13.8 µM. 370,000 tested, 0.43% active. AID 720596; in the data active means inhibition above about 24%; further: 0% = median of the test wells and 100% = reference compound wells
* hit, by the source's call; ? = inconclusive; nt = no result given. Unless noted, no stated cut-off is given here; in the data, active means inhibition above about 30%; inconclusive means no clear call, values can overlap the other calls; inactive means below that. This is a subset, so the mix of outcomes need not match the whole.

Compound | 3CLpro inhibitor | DUSP3 inh | Rv3671c inh | BoNT A protease | PrPC surface inh | PriA SSB inh | MazF activator | CCHF vOTU inh | BoNT-F LC inh | Anthrax LF prot
Nc1ccc(C(=O)OCC(=O)NC2CCS(=O)(=O)C2)cc1[N+](=O)[O-] (centres undefined) | 2 | 3 | 14 | -0.7 | -35 | -8 | 3 | 8 | -2 | -5
Cc1cccc(NC(=O)CSc2ccc(-c3ccco3)nn2)c1 | 3 | -18 | -1 | -2.1 | -1 | -36 | -3 | -16 | -24 | -6
Cn1cc(Br)c(-c2cccc(NC(=O)CCC(=O)O)c2)n1 | -3 | 0 | -1 | 5.1 | -3 | 2 | -2 | -6 | ? | 2
CC1CCCCC1NS(=O)(=O)CCNC(=O)c1ccccc1 (centres undefined) | nt | nt | 3 | -3.7 | 2 | -25 | -5 | 7 | 2 | -3
CCn1nc(C)cc1C(=O)Sc1cccc(Cl)c1 | 4 | 8 | 11 | nt | -6 | -1 | -2 | -7 | nt | nt
O=C(CCCn1c(=S)[nH]c2cc3c(cc2c1=O)OCO3)N1CCN(c2ccc(F)cc2)CC1 | -1 | 15 | 2 | -0.7 | 1 | 11 | 0 | 25 | 7 | -2
CC(C)(C)NC(=O)CC(c1ccccc1)c1ccccc1O (centres undefined) | 3 | 16 | -2 | 2.1 | 4 | -9 | 1 | 5 | 0 | -1
O=C(NCCC1=CCCCC1)c1ccc(F)c(S(=O)(=O)N2CCOCC2)c1 | -4 | 29 | 4 | -1.0 | -3 | -3 | 0 | -1 | -12 | 4
CC(=O)c1ccc(OCC(=O)NCc2ccc(F)cc2)cc1 | 4 | 22 | -1 | 0.4 | -2 | -14 | 5 | -14 | -1 | -2
CCN(CC)c1ncnc2sc(C(=O)N3CCN(c4ccccc4)CC3)c(C)c12 | -1 | 10 | -3 | 0.3 | 4 | 5 | 3 | 7 | 2 | 2
Cc1cc(F)ccc1NC(=O)c1cc(S(=O)(=O)N2CCOCC2)cn1C | -3 | -2 | -5 | 0.1 | 2 | -5 | 7 | -4 | -9 | 1
COc1cc(/C=C/c2ccc3c(Br)cc(Br)c(O)c3n2)ccc1O | 0 | 27 | 12 | 0.7 | -12 | 8 | -5 | 35* | -19 | -1
O=C1O[C@H](CO)[C@@H](O)[C@H](O)[C@H]1O | nt | nt | nt | 0.1 | -3 | 2 | -1 | 3 | 3 | -1
CN(C)c1ccc(/C=C(\NC(=O)c2ccccc2)C(=O)NCCN2CCOCC2)cc1 | 1 | -7 | -29 | -3.7 | -6 | 9 | 4 | 9 | -12 | 6
COc1ccc2ccc(=O)oc2c1CC(O)C(C)(C)O (centres undefined) | nt | 10 | 3 | 0.2 | 5 | -15 | 1 | -36 | -3 | -8
CCn1c(SCC(=O)NCC2CCCO2)nnc1-c1ccc(Cl)cc1 (centres undefined) | 1 | 6 | -11 | 0.4 | -7 | 2 | 3 | -3 | -6 | -2
CC(Cc1ccccc1)C(=O)NCCO (centres undefined) | 0 | 28 | 12 | 0.0 | 5 | -1 | 8 | -15 | 9 | 6
Cc1ccc(S(=O)(=O)N2CCN(C(=O)C3Cc4ccccc4CN3C(=O)c3ccco3)CC2)cc1 (centres undefined) | -3 | -1 | -4 | 0.1 | -3 | 3 | 5 | 6 | -13 | 1
N#Cc1ccc(S(=O)(=O)NCC(=O)OCC(=O)N2CCCC2=O)cc1 | nt | nt | 0 | 0.6 | -4 | -3 | 0 | 3 | 8 | -1
COc1ccc([N+](=O)[O-])cc1NC(=O)CSc1nc(C)cc(C)n1 | 1 | -10 | -9 | -0.2 | -19 | -9 | 6 | 26 | -7 | 1
Cc1cc(C)cc(-c2nnc(SCC(=O)c3c(N)n(C4CC4)c(=O)[nH]c3=O)o2)c1 | nt | nt | nt | nt | 0 | 0 | -385 | -38 | nt | nt
Fc1c(F)c(-n2nnc3ccccc32)c(F)c(F)c1Cl | 1 | 6 | -1 | 0.4 | 6 | -10 | 7 | -2 | 33 | -4
O=C(NCc1ccc(Cl)cc1)C(=O)NCC1OCCN1C(=O)c1ccc(Cl)cc1 (centres undefined) | 4 | 0 | -1 | -0.3 | 5 | 2 | 3 | 23 | 0 | -2
CC(C)C[C@H]1CN([C@@H](Cc2ccccc2)CN2CCC[C@H]2CN2C(=O)C(=O)NC[C@@H]2Cc2ccc(O)cc2)C(=O)C(=O)N1CC1CCCCC1 | nt | nt | nt | -1.0 | -2 | nt | nt | 15 | -8 | -1
CC[C@@H](C(=O)[C@@H](C)[C@@H](O)[C@H](C)[C@@H]1O[C@@H]([C@@H](CC)C(=O)O)CC[C@@H]1C)[C@H]1O[C@]2(C=C[C@@H](O)[C@]3(CC[C@@](C)([C@H]4CC[C@](O)(CC)[C@H](C)O4)O3)O2)[C@H](C)C[C@@H]1C | nt | nt | nt | -0.4 | 70* | 1 | 6 | 7 | -4 | -2
Cc1nn(CC(=O)Nc2ccc(N3CCOCC3)cc2)c(C)c1[N+](=O)[O-] | nt | nt | 0 | 0.2 | -1 | -8 | 14 | 7 | -3 | -5
CCN(CC(=O)Nc1ccc(OC(F)F)cc1)C1CCCCC1 | 0 | 18 | 5 | -0.7 | 3 | -6 | -1 | 2 | -2 | -1
Cc1ccc2nc(-c3ccccc3)c(CN3CCN(c4ccccc4F)CC3)n2c1 | 1 | 15 | 1 | -0.7 | 2 | 23 | 1 | -6 | -4 | 2
O=C1OC2C(O)COC23OC(O)CCC13O (centres undefined) | nt | nt | nt | 0.1 | -4 | nt | nt | 2 | 4 | 7
O=C1NCN(c2ccccc2)C12CCN(C(c1cc3ccccc3o1)c1nnnn1C1CCCC1)CC2 (centres undefined) | nt | nt | nt | 0.1 | 4 | nt | nt | -2 | -3 | 0
O=C(Nc1cccnc1)c1cc2cc(Br)ccc2oc1=O | 5 | 38 | nt | -0.1 | 4 | -3 | -14 | 5 | -2 | 0
COc1ccccc1CNc1nc2cc(-c3sccc3C)sc2c(=O)n1C | nt | nt | nt | 1.7 | -16 | nt | nt | 4 | -10 | 1
COC(=O)[C@H]1C[C@@H]1[C@H](NC(=O)OCc1ccccc1)c1ccccc1 | 2 | 1 | 4 | -0.3 | 3 | -7 | 8 | -4 | -5 | 2
COc1ccc(NC(=O)c2cccc(Cn3cc(Br)cn3)c2)cn1 | -2 | 5 | 4 | -1.4 | -1 | -13 | -5 | -10 | -23 | 2
O=C(Nc1ccon1)c1ccccc1Cl | 0 | 1 | -4 | 0.3 | 2 | -13 | 8 | 9 | 4 | 3
CC(=O)/C=C\c1ccccc1OC(=O)c1cc2ccccc2oc1=O | 2 | -13 | 3 | -0.7 | -7 | -18 | -5 | -11 | ? | -6

Shown with two lines to a compound: entries from further up
Value order – 3CLpro inhibitor | DUSP3 inh | Rv3671c inh | BoNT A protease | PrPC surface inh | PriA SSB inh | MazF activator | CCHF vOTU inh | BoNT-F LC inh | Anthrax LF prot
- Cc1nn(CC(=O)Nc2ccc(N3CCOCC3)cc2)c(C)c1[N+](=O)[O-]
→ nt | nt | 0 | 0.2 | -1 | -8 | 14 | 7 | -3 | -5
- CCN(CC(=O)Nc1ccc(OC(F)F)cc1)C1CCCCC1
→ 0 | 18 | 5 | -0.7 | 3 | -6 | -1 | 2 | -2 | -1
- Cc1ccc2nc(-c3ccccc3)c(CN3CCN(c4ccccc4F)CC3)n2c1
→ 1 | 15 | 1 | -0.7 | 2 | 23 | 1 | -6 | -4 | 2

Additional records.
Compound | 3CLpro inhibitor | DUSP3 inh | Rv3671c inh | BoNT A protease | PrPC surface inh | PriA SSB inh | MazF activator | CCHF vOTU inh | BoNT-F LC inh | Anthrax LF prot
COC(=O)C1=Nc2ccccc2/C1=C\c1c(O)n(-c2ccc(OC)cc2)c(=O)[nH]c1=O | -7 | 3 | -5 | 3.4 | -5 | nt | -1 | -5 | 3 | -2
COC(=O)/C(C#N)=C/c1c(Oc2cccc(C)c2)nc2ccccn2c1=O | 1 | 21 | 5 | -8.5 | -10 | -2 | 14 | -10 | ? | 0
COCCCN1C(=O)c2ccc(C(=O)OCC(=O)NCc3ccccc3OC)cc2C1=O | 1 | 5 | -3 | -1.4 | -1 | -12 | 11 | 6 | -20 | 1
CCOCCCNC(=O)c1ccc2c(c1)N=C(CC)c1cc(Br)ccc1S2 | 1 | -4 | -3 | -0.2 | 15 | 26 | 5 | -9 | 4 | 1
CCNC(=S)N/N=C(\C)c1cccc([N+](=O)[O-])c1 | -2 | 5 | 1 | -0.7 | -17 | nt | 2 | 5 | -5 | 0
CCCCCCCCC(NC(=O)c1ccc(C#N)cc1)C(=O)NCCC (centres undefined) | nt | nt | 1 | 0.2 | 7 | -4 | 3 | 4 | 4 | -6
COc1ccc(/C=N/NC(=O)C(=O)N2CCCC2)cc1OC | 2 | 38 | -8 | -0.1 | 3 | nt | 1 | 3 | -1 | -1
COc1ccc(NC(=O)Nc2cccc3c2O[C@H](CN(C)S(=O)(=O)c2ccc(F)cc2)[C@@H](C)CN([C@H](C)CO)C3=O)cc1 | nt | nt | -3 | -0.4 | 3 | 3 | 0 | -10 | -7 | 8
CCOC(=O)c1c(-c2ccccc2)csc1NC(=O)C1CCCO1 (centres undefined) | 0 | 10 | -4 | 0.1 | 3 | -8 | 1 | -12 | 16 | -5
CC(=O)c1c(C)[nH]c(C(=O)OCC(=O)Nc2cccc(S(=O)(=O)N3CCCC3)c2)c1C | 4 | 8 | -21 | 0.3 | 18 | -8 | -1 | 2 | -6 | -1
CCOC(=O)c1c(NC(=O)CSc2nnnn2C)sc(CC)c1C | -3 | 23 | -1 | 1.2 | 1 | -5 | 6 | 27 | -8 | -4
Cc1oc(-c2cc(Cl)cc(Cl)c2)cc1C(=O)NCCc1ccccc1 | -2 | 8 | -83 | -0.6 | 9 | -5 | -8 | -14 | -1 | -3
Cc1ccc(C(=O)N(CN2CCCC2=O)c2ccccc2)cc1 | 7 | -7 | 2 | -19 | 0 | 6 | 4 | -6 | -24 | -28
COC(=O)c1[nH]c2ccc(Cl)cc2c1NC(=O)CCN1CCOCC1 | 2 | 18 | -3 | -0.7 | -5 | -16 | -8 | 6 | -2 | -1
O=C(O)C1CCN(C(=O)COc2ccc3c(c2)oc(=O)c2ccccc23)CC1 | 1 | 25 | 0 | -0.1 | 3 | -12 | 7 | -102 | -5 | -4
C/C(=N\NC(=O)CCc1ccc(S(=O)(=O)N2CCOCC2)cc1)c1ccccc1Cl | 2 | 2 | 1 | -0.3 | 8 | nt | 4 | -12 | -2 | 2
CC(=O)c1ccc(N2CCN(C(=O)/C=C/c3ccc4ccccc4n3)CC2)cc1 | -5 | 30 | -1 | -0.4 | -3 | -12 | 3 | 16 | -4 | 2
CCCn1c(C(O)c2cccc(OC)c2)nc2ccccc21 (centres undefined) | -6 | 24 | nt | -1.9 | -7 | -12 | -24 | 6 | 2 | 5
C=CCn1c(C)nnc1SCC(=O)Nc1ccccc1C(=O)NC1CC1 | nt | nt | nt | 2.4 | 4 | -10 | -2 | 2 | 1 | -4
COc1ccccc1NS(=O)(=O)c1ccc(C(=O)Nc2ncccc2O)cc1 | nt | nt | -6 | 0.1 | nt | 1 | 4 | nt | -1 | 0
CSc1ncccc1C(=O)NCC(c1ccco1)N1CCCCC1 (centres undefined) | nt | nt | -1 | -0.4 | 3 | -12 | -4 | 4 | 2 | -4
COCC(CN1CCN(C2=NS(=O)(=O)c3ccccc32)CC1)OC(=O)c1ccc(OC)cc1 (centres undefined) | 4 | -4 | 5 | -1.5 | 1 | -4 | 3 | 5 | 33 | -6
NC(=S)Nc1cccc2[nH]ccc12 | 4 | 22 | 5 | -0.1 | -10 | 8 | 4 | 6 | -6 | 0
O=C1c2ccccc2C(Nc2ccc3c(c2)OCO3)N1Cc1ccc2c(c1)OCO2 (centres undefined) | 3 | 3 | -4 | -0.5 | 10 | 22 | 9 | -3 | -14 | -11
